Assay outcomes from PubChem BioAssay.
ALOX12 inh: Primary qHTS assay for inhibitors of human arachidonate 12S-lipoxygenase (ALOX12): Round 2. Polyunsaturated fatty acid lipoxygenase ALOX12 (Homo sapiens), P18054. purified 12hLO, xylenol orange hydroperoxide absorbance. Potency, µM (series often up to 108 µM), without a hit: at the top dose activity change, negative = inhibition, actives largely listed as inhibitors. hit rate 1.1% among 580,000. AID 1671190, 2021; also: potency is read from the fitted curve at half-maximal effect; % is scaled to controls: 0 for no effect and ±100 for the full control effect
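Purified human 12hLO at 150 nM in 25 mM Hepes, 0.01% Triton X-100, pH 7.0, preincubated 15 min at room temperature with compound. Reaction started with 40 uM arachidonic acid, 30 min at room temperature. Hydroperoxide measured by Fe-xylenol orange, 573/405 nm absorbance ratio.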
G9a block: qHTS Assay for Inhibitors of Histone Lysine Methyltransferase G9a. Potency, µM (highest dose often 102 µM), for the others: top-dose activity, negative = inhibition, hits mostly inhibitors. Histone-lysine N-methyltransferase EHMT2 (Homo sapiens), Q96KQ7. G9a H3K9 monomethylation, AlphaScreen, 2 h. AID 504332, 2011. hit rate 8.8% among 350,000; also: potency is read from the fitted curve at half-maximal effect; % is scaled to controls: 0 for no effect and ±100 for the full control effect; nearly all actives have a fitted effect of over 75% in size
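G9a (20 nM) preincubated 15 min RT with compounds, then 500 nM biotinylated H3K9 peptide and 20 uM SAM added; 2 h RT reaction. Monomethyl-H3K9 product detected by AlphaScreen with anti-H3K9me1 antibody, streptavidin donor and anti-rabbit IgG acceptor beads.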
ERG-DNA inh: qHTS for Small Molecule Inhibitors of the ERG Ets/DNA interaction. fluorescence polarization, His-ERG Ets domain / labelled DNA. Potency, µM (series often up to 76.9 µM), inactives show at the highest dose FP activity, negative = inhibition, actives largely listed as inhibitors. AID 624246, 2012. Transcriptional regulator ERG (Homo sapiens), P11308. hit rate 0.028% among 370,000; active = well fitted inhibition curve with a large enough effect in the polarisation, with a control signal flat; inconclusive = small, poorly fitted or top-dose-only effect, or effect the other way, or a change in a side signal; inactive = no such curve, though single readings can be large or run the other way; the % refers to the polarisation;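 also: polarization taken with two DNA probes labelled with fluorescein and Texas red; potency is read from the fitted curve at half-maximal effect; % of control where 0% means no effect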
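His-tagged ERG Ets domain (1 uM in the protein solution; 300mM KCl, 50mM Tris-HCl, 1mM EDTA, 1mM DTT, pH 7.5) received compound, then a probe mix of 5 nM fluorescein-DNA and 100nM Texas-615-DNA. Fluorescence polarization was read for both dyes.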
RGS4 inh: Inhibitors of Regulator of G Protein Signaling (RGS) 4: qHTS; Regulator of G-protein signaling 4 (Homo sapiens), P49798; Transcreener GDP fluorescence polarization, RGS4-accelerated GTP hydrolysis; Potency, µM (highest dose often 114 µM), for the others: top-dose activity change, negative = inhibition, usual class: inhibitors; hit rate 0.039% among 390,000; AID 504845, 2011; also: potency is read from the fitted curve at half-maximal effect; % is scaled to controls: 0 for no effect and ±100 for the full control effect; nearly all actives have a fitted effect of over 75% in size; some results filed as inactive show a strong effect at the top dose
Target sequence (P49798 whole entry, looked up): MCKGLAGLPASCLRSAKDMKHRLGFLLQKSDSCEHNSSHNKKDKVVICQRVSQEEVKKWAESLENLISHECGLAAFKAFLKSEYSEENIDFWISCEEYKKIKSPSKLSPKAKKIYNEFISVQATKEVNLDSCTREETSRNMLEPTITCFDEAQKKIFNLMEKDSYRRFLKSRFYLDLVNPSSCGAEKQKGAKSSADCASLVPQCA
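MLSMR compounds (23 nl, pin-transferred) preincubated 10 min at room temperature with a 500nM (2x) first reagent, then RGS4 at 900nM (2x) plus Transcreener GDP mix added; fluorescence polarization (620/688 nm) read before and after 90 min at 30 °C.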
HP1b binding inh: HTS for Inhibitors of HP1-beta Chromodomain Interactions with Methylated Histone Tails; Chromobox protein homolog 1 (Homo sapiens), P83916; AlphaScreen HP1-beta / biotin-H3K9me3 peptide binding; Potency, µM (top dose mostly 114 µM), for the others: at the top dose activity change, negative = inhibition, usual class: inhibitors; hit rate 0.56% among 390,000; AID 540317, 2011; also: potency is read from the fitted curve at half-maximal effect; nearly all actives have a fitted effect of over 70% in size; inactives centre near 23
Target sequence (P83916 whole entry, looked up): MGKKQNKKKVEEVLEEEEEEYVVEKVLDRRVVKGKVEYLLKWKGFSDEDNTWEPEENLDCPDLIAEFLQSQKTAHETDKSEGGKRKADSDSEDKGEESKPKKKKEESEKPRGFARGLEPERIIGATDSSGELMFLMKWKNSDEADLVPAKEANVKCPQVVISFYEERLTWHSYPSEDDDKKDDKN
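AlphaScreen: HP1-beta (50 nM) preformed 30 min with biotin-H3(1-18)K9me3 peptide (50 nM) in PBS pH 7.4, 0.01% Tween-20. Compound added for 30 min at RT, then streptavidin donor/nickel chelate acceptor beads (10 ug/mL) for 30 min.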
BAZ2B block: qHTS Assay for Inhibitors of BAZ2B. Bromodomain adjacent to zinc finger domain protein 2B (Homo sapiens), Q9UIF8. AlphaScreen BAZ2B-H3K14Ac peptide displacement. Potency, µM (series often up to 114 µM), for the others: top-dose activity change, negative = inhibition, usual class: inhibitors. hit rate 4.4% among 360,000; also: potency is read from the fitted curve at half-maximal effect; % is scaled to controls: 0 for no effect and ±100 for the full control effect; nearly all actives have a fitted effect of over 60% in size
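AlphaScreen displacement of biotin-H3(5-23)K14Ac peptide (50 nM final) from BAZ2B (50 nM final) in PBS pH 7.4, 0.01% Tween-20; complex preformed 30 min RT, then compounds (top 110 uM) 30 min RT, beads 20 min dark.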
JMJD2A Tudor inh: qHTS Assay for Inhibitors of JMJD2A-Tudor Domain. Lysine-specific demethylase 4A (Homo sapiens), O75164. AlphaScreen JMJD2A-Tudor / H3K4me3 peptide binding. Potency, µM (series often up to 114 µM), without a hit: at the top dose activity change, negative = inhibition, actives largely listed as inhibitors. hit rate 4.4% among 390,000. AID 504339, 2011; also: potency is read from the fitted curve at half-maximal effect; % is scaled to controls: 0 for no effect and ±100 for the full control effect; nearly all actives have a fitted effect of over 50% in size
GLS inhibitor: qHTS for Inhibitors of Glutaminase (GLS); Glutaminase kidney isoform, mitochondrial (Homo sapiens), O94925; GLS enzymatic activity, qHTS titration; Potency, µM (doses to about 45.5 µM), without a hit: top-dose activity change, negative = inhibition, usual class: inhibitors; hit rate 0.21% among 410,000; AID 624170, 2012; also: potency is read from the fitted curve at half-maximal effect; % is scaled to controls: 0 for no effect and ±100 for the full control effect
Target sequence (O94925 whole entry, looked up, canonical isoform): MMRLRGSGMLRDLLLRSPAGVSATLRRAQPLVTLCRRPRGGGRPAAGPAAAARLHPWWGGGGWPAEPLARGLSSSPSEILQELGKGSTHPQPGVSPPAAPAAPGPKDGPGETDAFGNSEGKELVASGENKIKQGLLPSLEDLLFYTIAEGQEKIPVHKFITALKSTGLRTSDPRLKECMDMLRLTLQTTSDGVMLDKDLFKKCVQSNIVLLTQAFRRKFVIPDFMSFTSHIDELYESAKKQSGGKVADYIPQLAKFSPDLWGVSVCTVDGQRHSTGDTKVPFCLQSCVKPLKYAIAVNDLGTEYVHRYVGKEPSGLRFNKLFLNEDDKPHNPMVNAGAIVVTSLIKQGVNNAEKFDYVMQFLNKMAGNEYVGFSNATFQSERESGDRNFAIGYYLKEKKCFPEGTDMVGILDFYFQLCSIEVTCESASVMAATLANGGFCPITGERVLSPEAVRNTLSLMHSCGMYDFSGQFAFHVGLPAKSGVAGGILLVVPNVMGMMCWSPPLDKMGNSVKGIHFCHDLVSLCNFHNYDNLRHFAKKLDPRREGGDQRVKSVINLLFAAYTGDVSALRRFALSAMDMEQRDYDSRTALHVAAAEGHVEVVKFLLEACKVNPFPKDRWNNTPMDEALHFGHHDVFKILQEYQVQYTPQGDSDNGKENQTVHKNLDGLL
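Read-out is an Amplex red fluorescence increase coupled through glutamate oxidase and HRP, measured before and after 30 min room-temperature incubation. hKGA is in 45 mM KH2PO4 (pH 8.2) with 0.02% Tween-20; glutamine added as 1mM solution.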
PI4K2A block: qHTS for small molecular inhibitors of PI4K2A; hit rate 0.13% among 420,000; purified PI4K2A, ADP-Glo luminescence, 1 h; active compounds read low; activity change, negative = inhibition, % at 76.9 µM; in the data active = activity change below about -50%; inconclusive = mostly about -30% to -49%;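 also: -100% = wells without enzyme as full effect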
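PI4K2A activity was measured by ADP-Glo luminescence: enzyme (4 ug/mL stock) and phosphatidylinositol (1.2 mM stock) in Tris pH 7.5/MgCl2/EGTA/Triton X-100 buffer were reacted with ATP (300 microM stock) for one hour at ambient temperature.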
An asterisk follows results filed as active; u = inconclusive; x = not tested or not shown; & = joins results of further samples; [ ] = dose if it differs, or a comment. Unless noted, calls follow the shape of the dose curve; as a rule, active = well fitted curve in the direction sought with a large enough effect; inconclusive = small, poorly fitted or top-dose-only effect, or another doubt; inactive = no such curve, though single readings can be large; an effect the other way counts as inactive or inconclusive.

SMILES	ALOX12 inh	G9a block	ERG-DNA inh	RGS4 inh	HP1b binding inh	BAZ2B block	JMJD2A Tudor inh	GLS inhibitor	PI4K2A block
CCOc1ccc(NC(=O)C(NC(=O)C2CCC(C)CC2)C(C)C)cc1 (stereo unspecified)	10.1%&-6.4%	1.9%&1.8%[59 µM]	7.0%&2.4%	u	53.8%&29.9%	1.8%&0.6%	-26.3%&-6.8%	-2.9%&-4.1%	-3.9&3.9
CCN(CC(=O)NCc1cccs1)C(=O)c1ccc(-c2ccccc2F)o1	0.8%	-5.9%[2.33 µM]	x	-50.9%	40.1%[activator]	-2.8%	-17.4%	-0.8%	0.7
O=C(Nc1ccc(F)cc1)N1CCN2C(=O)c3ccccc3C12c1ccccc1 (stereo unspecified)	x	8.4%	-4.7%	0.3%	12.3%	-0.8%	-20.0%	7.0%	-1.7
COc1ccccc1CNS(=O)(=O)c1ccc2c(c1)NC(=O)CC(=O)N2	-3.3%	-1.5%[59 µM]	0.4%	-1.6%	14.8%	-3.1%	-18.9%	-9.7%	1.1
Cc1ccc(NC(=O)C(=O)NCC(c2cccnc2)N2CCN(Cc3ccccc3)CC2)cc1Cl (stereo unspecified)	-25.6%	-19.5%[59 µM]	4.5%	16.0%	23.9%	-11.2%	-11.5%	-0.6%	-0.5
COc1ccc(S(=O)(=O)N(C)c2ccc(C(=O)N3CCCCC3)cc2)cc1	-0.1%	-0.9%	8.9%	12.0%	9.8%	-2.4%	-8.0%	8.8%	-0.8
Cc1ccc(/C=C/c2nc3sc(C(=O)O)c(C)c3c(=O)[nH]2)cc1[N+](=O)[O-]	-19.9%	7.08µM*	7.0%	-12.5%	-8.2%	89.1µM*	u	u	4.9
Cc1ccc(/C=C/C(=O)O)cc1S(=O)(=O)Nc1ccc(C(=O)O)cc1	-0.2%	x	-12.1%	-7.2%[11.4 µM]	19.7%	-8.2%	-4.4%[11.4 µM]	3.4%	-0.5
CCCCN(CCCNC(=O)C1CCCN(S(=O)(=O)CC)C1)Cc1ccccc1 (stereo unspecified)	7.5%	x	1.6%	1.3%	42.4%[activator]	1.9%	-6.5%	0.9%	-2.8
COc1ccc(NC(=O)C2CC(=O)OC23CCOC(C)(C)C3)cc1 (stereo unspecified)	-21.7%	u	-2.0%	-12.2%	26.4%	12.7%	-4.0%	2.7%	0.6
CC(C)c1c(C(=O)N/N=C/C2CC=CCC2)nnn1-c1nonc1N (stereo unspecified)	-18.9%	12.1%	-6.3%	7.7%[11.4 µM]	51.2%[activator]	u	-23.7%	9.0%	-2.8
Cc1cn(CC(=O)NCCCN2CCCC2=O)c(=O)[nH]c1=O	14.0%	x	7.0%	7.2%	34.5%	x	-10.8%	-0.9%	0.2
O=C(Nc1ccccc1)Nc1nc(-c2ccc(F)c(F)c2)cs1	x	9.8%	-4.7%	11.8%	12.0%	-0.6%	-3.7%	1.5%	-0.3
COc1ccc(NC(=O)CCNS(=O)(=O)c2cccc(C(C)=O)c2)cc1S(N)(=O)=O	1.7%	69.6%[activator]	-2.3%	6.2%	10.3%	-0.2%	-18.6%	9.3%	5.1
Cc1ccccc1N(CC(=O)NC1CCCCC1)C(=O)CNC(=O)c1cccs1	11.3%	7.6%	0.4%	-3.9%	-1.5%	25.8%	1.0%	-5.4%	-2.1
COC(=O)c1ccc(CSc2ncnc3c2sc2nc(N4CCOCC4)c4c(c23)CCCC4)o1	-3.2%	x	7.1%	-31.9%	-19.6%	x	u	-7.3%	-3.2
O=C(Nc1cccc(-c2cccc(F)c2)c1)C1CCN(CC2CCOC2)CC1 (stereo unspecified)	29.5%	10.7%	8.6%	5.3%	-0.1%	-12.6%	-19.9%	4.4%	-2.3
CC(C)c1ccccc1NC(=O)CN1C(=O)c2cccc3cccc1c23	-14.4%	8.2%[59 µM]	-1.2%	-11.8%	36.8%	6.7%	22.0%	-7.6%	-10.6
C=CCN1C(=O)C2(OCCCO2)c2cc(Cl)ccc21	10.8%	21.2%	-1.1%	11.9%	42.1%[activator]	-3.1%	-6.3%	-5.1%	5.5
Cn1c(=O)c2c(SCC(=O)N3CCCC3)nc(-c3ccccc3)nc2n(C)c1=O	x	8.4%	8.8%	1.9%	17.9%	-14.3%	-8.3%	-4.2%	3.7
NC(=O)c1ncn([C@@H]2O[C@H](CNS(=O)(=O)c3cc(S(=O)(=O)c4ccccc4)cs3)[C@@H](O)[C@H]2O)n1	3.5%	x	0.8%	-3.3%	51.4%[activator]	x	-9.4%	-5.2%	-0.8
CC(C)(C)C(=O)NC(C(N)=O)=C(Cl)Cl	-19.7%	-4.1%[12.7 µM]	-11.9%	-12.5%	39.4%[activator]	-3.8%	-10.8%	-3.1%	-1.3
O=C(NC1CCS(=O)(=O)C1)C12CC3CC(CC(C3)C1)C2 (stereo unspecified)	6.1%[57.4 µM]	10.8%[59 µM]	x	12.2%	30.5%	-4.6%	-13.3%	5.0%	0.1
COc1ccc(-c2c(C#Cc3ccsc3)c3cc(-c4ccc5c(c4)OCO5)ccc3n2C)cc1	-1.1%	10.7%[0.501 µM]	1.2%	1.0%	24.1%	-3.8%	-15.9%	-2.3%	1.0
CC1C(C)N(C(=O)CCCl)c2ccccc2N1C(=O)CCCl (stereo unspecified)	21.8%	x	6.4%	-11.5%	3.4%	x	-6.2%	-3.6%	-0.8
O=C(CSc1nncs1)NNC(=O)c1ccco1	372.1%[activator]	-8.0%[12.7 µM]	-4.4%	1.8%	34.1%	-5.8%	-14.9%	16.9%	0.1
COc1ccc(S(=O)(=O)N2CCOC23CCN(S(=O)(=O)c2ccc([N+](=O)[O-])cc2)CC3)cc1	-9.2%	-2.4%[0.501 µM]	-4.6%	-24.5%	7.7%	1.0%	-21.4%	0.4%	-3.7
CCOc1cccc(-c2nnc(SCC(=O)Nc3ccc(OC)c(OC)c3)n2N)c1	-16.5%	-0.6%[59 µM]	-17.7%	21.5%	16.1%	2.3%	-15.7%	5.4%	0.9
O=C(Nc1ncc([N+](=O)[O-])s1)c1cccs1	-5.0%	-44.4%[12.7 µM]	u	-7.1%&-10.1%	14.5%&17.9%	-1.2%&-15.4%	-12.2%&-25.9%	-18.1%&-1.0%&1.4%	-5.4&-19.3&-3.1
CCC(C(=O)NCCCN1CC(C)CC(C)C1)n1nc(C)c2sc3ccccc3c2c1=O (stereo unspecified)	-1.6%	4.1%	6.2%	-1.1%	23.0%	-14.2%	3.1%	-2.0%	1.7
CN(C[C@@H](CC1CCCCC1)N(C[C@H](Cc1ccccc1)N(CCc1ccccc1)N=O)N=O)N=O	0.4%	-6.3%[12.7 µM]	1.4%	-6.5%	25.7%	u	-35.7%	-5.1%	0.7
Cc1ccccc1Nc1nc(N)nc(COC(=O)c2ccc(O)cc2)n1	10.7%	16.7%[59 µM]	0.3%	0.8%	18.9%	-34.1%	-19.9%	9.4%	-0.1
Cc1cc(NS(=O)(=O)c2ccc(NC(=O)C(F)(F)F)cc2)nc(C)n1	u	x	-5.3%	8.7%	13.4%	u	u	5.7%	-1.5
COc1ccc(C[C@H]2CN3C(=NC[C@@H]3Cc3ccc(O)cc3)N2C[C@H](C)NC(=O)c2ccc(C)c(Br)c2)cc1	x	u	28.0%	-38.5%	6.4%	u	u	6.9%	-6.7
COc1ccccc1/C=C/C(=O)NC(=S)N(C)C1CCCCC1	u	4.9%[0.0925 µM]	7.3%	-23.1%	0.6%	u	-24.5%	-12.6%	8.1
Cc1cc(Nc2cc(F)ccc2C)n2ncnc2n1	-43.2%	u	-0.2%	-4.9%	54.7%[activator]	4.5%	-7.0%	1.2%	-6.1
CN(C(=O)CC1C(=O)NCCN1Cc1ccccc1C(F)(F)F)C1CCOCC1 (stereo unspecified)	9.7%	-3.0%[0.501 µM]	5.1%	-33.9%[56.9 µM]	17.5%	-5.0%	u	3.2%	-8.4
Nc1nc(NCCOCCO)nc(N2CCCCCC2)c1[N+](=O)[O-]	3.7%	u	1.8%	27.8%	2.6%	-2.0%	-13.3%	-13.7%	2.2
CC(C)(C)NC(=O)CSc1nnc(SCC(=O)NC(C)(C)C)s1	-2.8%	2.6%	-2.3%	16.1%	45.6%[activator]	-0.7%	-6.2%	-9.3%	1.0
O=C(c1ccccc1)N1CCN(C(=O)c2cc3ccccc3o2)CC1	259.8%[activator]	x	-2.7%	-8.2%	37.8%	0.9%	-1.6%	-0.6%	-0.5

Not all compounds are listed. The share of hits here may be higher or lower than overall.
